Assay outcomes deposited in PubChem BioAssay by National Center for Advancing Translational Sciences (NCATS).
pAkt inh: inhibitors of Akt phosphorylation; Neuro2A IGF-stimulated pAkt S473 HTRF, 20 min; active compounds read low; activity change, % for hits at 50 µM; hit rate 0.32% among 360,000; in the data active = activity change below about -80%; inconclusive = mostly about -51% to -80%; also: % is scaled to controls: 0 for no effect and ±100 for the full control effect
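Neuro2A cells (4,500/well, DMEM with 0.5% FBS) were treated with compound at a single 50 µM final concentration, stimulated with 6 nM IGF for 20 min at 37 °C, and lysed. Phospho-Akt Ser473 was read by HTRF as 665/615 ratio ×10^4.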
EPAC2 antag: blocks human EPAC2 exchange factor; Q8WZA2; EPAC2 GEF exchange of Rap1B-BODIPY-GDP, fluorescence; Potency, µM (top dose mostly 114 µM), without a hit: top-dose activity, negative = inhibition, usual class: inhibitors; hit rate 0.18% among 360,000; AID 720708; also: potency is read from the fitted curve at half-maximal effect; % is scaled to controls: 0 for no effect and ±100 for the full control effect; nearly all actives have a fitted effect of over 45% in size; many of its hits are not listed in these tables
Target sequence (Q8WZA2 whole entry, looked up): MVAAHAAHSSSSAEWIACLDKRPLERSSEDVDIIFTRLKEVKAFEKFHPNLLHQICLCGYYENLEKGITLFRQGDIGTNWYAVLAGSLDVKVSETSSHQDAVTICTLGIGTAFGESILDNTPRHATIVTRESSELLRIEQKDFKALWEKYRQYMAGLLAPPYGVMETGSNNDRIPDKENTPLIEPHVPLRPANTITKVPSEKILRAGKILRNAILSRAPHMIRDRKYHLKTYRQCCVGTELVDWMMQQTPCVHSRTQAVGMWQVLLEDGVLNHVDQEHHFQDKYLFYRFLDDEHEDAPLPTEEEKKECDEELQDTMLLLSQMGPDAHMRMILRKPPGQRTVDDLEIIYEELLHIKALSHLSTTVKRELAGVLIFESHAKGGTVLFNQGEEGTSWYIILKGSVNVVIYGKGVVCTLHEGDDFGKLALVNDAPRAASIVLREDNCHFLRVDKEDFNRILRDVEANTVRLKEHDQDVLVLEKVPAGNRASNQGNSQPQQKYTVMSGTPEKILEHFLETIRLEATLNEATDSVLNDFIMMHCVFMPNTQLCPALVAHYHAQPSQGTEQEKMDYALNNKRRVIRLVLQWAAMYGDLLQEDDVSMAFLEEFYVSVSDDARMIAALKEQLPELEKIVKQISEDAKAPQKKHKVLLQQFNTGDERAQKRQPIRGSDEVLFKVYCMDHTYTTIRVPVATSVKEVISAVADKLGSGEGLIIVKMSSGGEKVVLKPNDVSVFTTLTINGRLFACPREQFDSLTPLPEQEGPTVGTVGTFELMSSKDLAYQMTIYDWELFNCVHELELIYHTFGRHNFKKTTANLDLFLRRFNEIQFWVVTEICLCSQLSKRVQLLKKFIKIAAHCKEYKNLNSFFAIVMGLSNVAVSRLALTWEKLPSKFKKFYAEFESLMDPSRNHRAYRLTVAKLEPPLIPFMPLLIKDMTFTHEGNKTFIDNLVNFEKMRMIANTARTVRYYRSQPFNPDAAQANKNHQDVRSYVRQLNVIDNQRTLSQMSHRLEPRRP
TGFb SMAD3 inh: inhibitors of TGF-b signaling; HepG2 CAGA-GFP TGF-b/SMAD3 reporter, GFP fluorescence, 18 h; TGF-beta stimulated, 500 pg/mL final; Potency, µM (series often up to 46.1 µM), without a hit: at the top dose activity, negative = inhibition, actives largely listed as inhibitors; hit rate 1.2% among 410,000; AID 588855; also: potency is read from the fitted curve at half-maximal effect; % is scaled to controls: 0 for no effect and ±100 for the full control effect; nearly all actives have a fitted effect of over 65% in size
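Read-out: total well GFP (ex488/em500-530) summed from mean per-cell fluorescence. Cells: HEPG2 CAGA-GFP, 1% FBS DMEM, 18 h at 37 degrees C with 500 pg/mL final TGF-beta. Unstimulated wells served as the full-inhibition control; stimulated DMSO wells = 0%.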
EPAC2 agonist: agonists of human EPAC2 (RAPGEF4). EPAC2 activation, biochemical qHTS; response scale: 100% = 6.5 mM cAMP response. Potency, µM (top dose mostly 154 µM), without a hit: at the top dose activation, usual class: activators. hit rate 0.079% among 360,000. AID 720711; also: potency is read from the fitted curve at half-maximal effect; nearly all actives have a fitted effect of over 50% in size
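Setup: EPAC2 100 nM, labeled Rap1B complex 250 nM, free GDP 50 uM. Compound titrations pinned in, brief spin, 5 min room temperature incubation. Kinetic fluorescence read over 30 min, normalized to 6.5 mM cAMP.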
MmCpn inh: blocks the Methanococcus maripaludis chaperonin Mm-Cpn. hit rate 0.031% among 330,000. purified Mm-Cpn ATPase, ADP Transcreener TR-FRET. Potency, µM (highest dose often 76.9 µM), without a hit: top-dose activity, negative = inhibition, most hits filed as inhibitors. AID 504842; also: potency is read from the fitted curve at half-maximal effect; % is scaled to controls: 0 for no effect and ±100 for the full control effect; nearly all actives have a fitted effect of over 80% in size
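Purified archaeal Mm-CPN (25nM final) preincubated 10 min at 37degC with compound, then 10uM ATP for 30 min at 37degC; ADP measured by HTRF Transcreener TR-FRET; buffer 30 mM TRIS pH 7.4, 100mM KCl, 5mM MgCl2, 1mM DTT.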
Nrf2 activator: Nrf2 pathway activation; AREc32 ARE-luciferase reporter (MCF7-derived line), luminescence, 24 h; Potency, µM (highest dose often 46.1 µM), inactives show at the highest dose activation, hits mostly activators; hit rate 0.31% among 410,000; AID 624171; also: potency is read from the fitted curve at half-maximal effect; % of control where 0% means no effect; nearly all actives have a fitted effect of over 65% in size
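Steps: seed AREc32_Fluc cells (1000/well, 5% FBS OPTI-MEM); incubate overnight at 37 deg C; add 23 nL compound; incubate 24 hr; add Steady-Glo; hold 30 min RT; read luminescence.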
CCT modulator: modulators of cytosolic chaperonin (CCT/TRiC) activity; purified chaperonin ATPase assay, HTRF ADP detection, 30 min; hit rate 0.3% among 360,000; AID 651819; activity change, % (no concentration beside the values), hits read low; in the data active = activity change below about -30%; also: % is scaled to controls: 0 for no effect and ±100 for the full control effect
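ATPase activity: ADP formed was measured by HTRF Transcreener (665/615 nm ratio) after 30 min at 37 deg C with 10 uM ATP. Compounds screened at one 76 uM concentration against 40 or 20 nM TRiC in Tris pH 7.4/KCl/MgCl2/DTT buffer.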
Nrf2 block: Nrf2 pathway inhibition. A549 ARE-Fluc reporter, luciferase luminescence, 18-24 h. Potency, µM (highest dose often 46 µM), for inactives: top-dose activity change, negative = inhibition, actives largely listed as inhibitors. hit rate 2.1% among 360,000. AID 504444; also: potency is read from the fitted curve at half-maximal effect; % is scaled to controls: 0 for no effect and ±100 for the full control effect; nearly all actives have a fitted effect of over 60% in size
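Cells were seeded and rested 2 h, then exposed to compounds for 18-24 h. CellTiter-Fluor was read first as a viability measure. BugLite was added 15 min before the final luminescent read of ARE-luciferase activity in A549 cells.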
A549 viability: counter-screen for Nrf2 inhibitors: cytotoxicity in A549 cells. A549 ARE-Fluc cells, CellTiter-Fluor viability, 18-24 h. Potency, µM (highest dose often 46 µM), for the others: top-dose activity change, negative = cytotoxicity, usual class: inhibitors. hit rate 0.16% among 390,000; also: potency is read from the fitted curve at half-maximal effect; % is scaled to controls: 0 for no effect and ±100 for the full control effect
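Cytotoxicity counterscreen: CellTiter-Fluor fluorescence was measured in A549 ARE_Fluc cells after 18-24 h of compound exposure in a concentration series. The subsequent BugLite luminescent read reports ARE-luciferase activity.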
* marks the source's active call; other numbers are inactive results; i = inactive; ? = inconclusive; . = no result given; [ ] = remark or other dose. Unless noted, calls follow the shape of the dose curve; as a rule, active = well fitted curve in the direction sought with a large enough effect; inconclusive = small, poorly fitted or top-dose-only effect, or another doubt; inactive = no such curve, though single readings can be large; an effect the other way counts as inactive or inconclusive. A portion of the library (hit frequency here may not be typical).

No. | compound | MmCpn inh | TGFb SMAD3 inh | Nrf2 block | pAkt inh | EPAC2 agonist
1 | CCNC(=O)CC1S/C(=N/N=C(\C)c2ccccc2)NC1=O (stereo not given) | 1.5% | 2.9% | 10.0% | i | 11.0%
2 | Cc1sc2nc(C(C)(C)C)oc(=O)c2c1C | -15.0% | 6.3% | -6.5% | i | 1.1%
3 | O=C(N/N=C/c1ccoc1)c1ccccc1F | -3.6% | -7.2% | 28.0% | i | 7.7%
4 | Cc1c(Br)cnn1C(C)C(=O)N1CCN(c2ccccc2F)CC1 (stereo not given) | -2.0% | 1.3% | -22.7% | i | -3.1%
5 | CNC(=O)c1c(NC(=O)CCS(=O)(=O)c2ccc(Cl)cc2)sc2c1CCN(C(=O)OC)C2 | -2.1% | 1.6% | -9.4% | i | 6.9%
6 | CCOC(=O)c1cnc2ccc(C(=O)OC)cc2c1NCCN1CCOCC1 | -2.9% | -3.3% | 10.3% | i | -24.9%
7 | CCOC(=O)[C@H]1[C@H]2COc3ccccc3[C@@H]2N2C(=O)c3cc(Cl)ccc3NC(=O)[C@@]12C | -1.3% | -12.5% | 6.0% | i | 10.8%
8 | CC(C)n1c(N2CCN(C(=O)Nc3ccc(F)cc3F)CC2)nc2ccccc21 | -0.1% | -0.7% | -18.9% | i | -1.5%
9 | COc1ccc(NC(=O)CSc2nc3ccccc3nc2N2CCOCC2)cc1 | 0.3% | -0.8% | 0.8% | i | 21.5%
10 | Clc1cccc(-c2ccc(-c3nc4ccccn4c3NCc3ccccc3)cc2)c1 | -3.9% | ? | ? | i | 12.7%
11 | Cc1ccccc1N(C(=O)Cc1cccs1)C(C(=O)NC1CCCCC1)c1cn(C)nc1C (stereo not given) | -0.1% | -25.2% | 6.9% | i | -2.1%
12 | O=C(Nc1cccc2ncccc12)c1ccc(-c2ccc(Cl)cc2Cl)o1 | -1.1% | -15.5% | -12.3% | i | 9.9%
13 | CCOc1ccc(CCNC(=O)COC(=O)CNC(=O)c2ccc(Br)o2)cc1OCC | 1.5% | -2.1% | -2.2% | i | 1.7%
14 | CCCOc1cccc(C(=O)NC(=S)Nc2ccc(N3CCN(C)CC3)cc2)c1 | -26.4% | -15.3% | 1.6% | i | 10.5%
15 | COc1cccc2c1Oc1ncccc1N(C(=O)CCC(=O)NCCC(C)C)C2 | . | -6.7% | 21.6% | . | .

No. | Nrf2 activator | CCT modulator | EPAC2 antag | A549 viability
1 | 1.0% | -1.2 | -0.7%[57.1 µM] | -2.7%
2 | 0.0% | -0.5 | -3.1% | 0.8%
3 | 3.6% | -0.7 | 3.6% | -0.6%
4 | -0.6% | 3.4 | -1.3% | -7.0%
5 | 12.1% | 1.2 | -5.6% | -3.1%
6 | -0.4% | 1.8 | 0.3% | 5.1%
7 | 0.7% | -1.4 | 4.9% | 1.2%
8 | -0.2% | 0.6 | -1.8% | -1.9%
9 | 0.1% | -0.8 | 3.6% | -1.5%
10 | 4.4% | -1.7 | -11.6% | -9.8%
11 | 0.1% | -0.4 | 10.3% | -2.8%
12 | 7.9% | -0.8 | -1.5% | 2.8%
13 | 0.1% | -0.7 | 2.5% | 0.1%
14 | -0.2% | -0.2 | -7.6% | 1.3%
15 | -0.4% | . | . | 9.1%

(continued)
No. | compound | MmCpn inh | TGFb SMAD3 inh | Nrf2 block | pAkt inh | EPAC2 agonist
16 | CC(C)(C)NC(=O)CC1C[C@H](C(=O)N2CCCCC2)[C@@]2(C)c3[nH]c4ccccc4c3CCN2C1=O (stereo not given in full) | 0.2% | 4.0% | -6.5% | i | 4.1%
17 | O=C(NCCCNC(=O)c1ccco1)c1cccc(F)c1 | 0.5% | 2.5% | -24.1% | i | 3.7%
18 | Cc1ccc(Sc2ccc(N3CCC(C(=O)Nc4cc(C)cc(C)c4)CC3)nn2)cc1 | . | -11.8% | -3.8% | . | .
19 | Cc1nnc(NC(=O)CCN2C(=O)C3CC=CCC3C2=O)s1 (stereo not given) | . | 9.1% | . | i | -4.0%
20 | COc1ccc(Cl)cc1NC(=S)NNC(=O)c1cccs1 | -6.3% | -24.7% | 8.0% | i | -0.5%
21 | CC(C)(/C=N/O)/[N+]([O-])=C/c1ccccc1 | -0.7% | 5.1% | 0.4% | i | 7.1%
22 | CCOc1ccccc1NC(=S)NC(=O)CCc1ccccc1 | 0.8% | 4.4% | -11.8% | i | 9.9%
23 | O=C(c1cnn2ccccc12)N(Cc1ccco1)C1CCCC1 | 1.3% | ? | -11.8% | i | 0.4%
24 | O=C(CSc1nnc(-c2ccccc2)n1C1CCCCC1)N1CCCC1 | -1.2% | -3.0% | 5.5% | i | 4.4%
25 | Clc1ccc(CSc2nnc(-c3ccncc3)s2)cc1 | 0.5% | 11.6% | ? | i | 9.2%
26 | O=C(C1=C[C@H](c2ccccc2)C[C@H](OCCCCO)O1)N1CCN(Cc2ccc3c(c2)OCO3)CC1 | . | ? | -23.5% | i | 10.4%
27 | O=C(Nc1ccccn1)C1COc2ccccc2O1 (stereo not given) | 0.1% | 8.6% | ? | i | -0.6%
28 | N#Cc1ccc2ccn(CC(=O)NCc3ccco3)c2c1 | -0.7% | 5.5% | -3.4% | i | 9.6%
29 | O=C(Nc1ccc(CSc2ccccc2)cc1)c1ccccc1 | -1.0% | -16.3% | ? | i | -4.0%
30 | Nn1c(SCC(=O)N2CCCCCC2)nnc1-c1ccco1 | -7.0% | -0.8% | 6.8% | i | -2.1%

No. | Nrf2 activator | CCT modulator | EPAC2 antag | A549 viability
16 | -0.3% | -2.7 | 15.4% | 6.4%
17 | -0.7% | -0.1 | 7.8% | -5.1%
18 | -0.7% | . | . | -4.7%
19 | -1.0% | -0.2 | -11.0% | .
20 | 7.3% | -0.3 | ? | 8.0%
21 | -0.6% | -2.7 | -0.6% | 2.8%
22 | -3.3% | -1.0 | -12.5% | -0.2%
23 | -0.4% | -2.1 | 8.0% | -0.6%
24 | 0.3% | -1.3 | 2.8% | -9.8%
25 | 0.4% | 1.7 | 3.7% | 6.6%
26 | 3.4% | -4.7 | 9.8% | -1.3%
27 | 8.5% | -8.4 | 5.7% | -2.7%
28 | 3.8% | -2.2 | -0.3% | 14.9%
29 | 0.7% | -0.9 | 3.5% | 5.8%
30 | -0.9% | -2.7 | 2.4% | -3.2%

New compounds follow:
No. | compound | MmCpn inh | TGFb SMAD3 inh | Nrf2 block | pAkt inh | EPAC2 agonist
31 | CCOC(=O)C(NC(=O)NCc1ccccc1)(OCC)C(F)(F)F (stereo not given) | 2.5% | -11.3% | -0.6% | i | -1.7%
32 | CCOc1ccc(Nc2cc(Nc3ccccc3OCC)nc(C=C(C#N)C#N)n2)cc1 | 1.5% | 11.5% | -12.1% | i | -51.1%[inhibitor]
33 | COc1ccccc1CNS(=O)(=O)CC12CCC(CC1=O)C2(C)C (stereo not given) | 2.8% | ? | -0.4% | i | 7.2%
34 | O=C(NCCS(=O)c1ccc(Cl)cc1)c1cccc(Cl)c1 (stereo not given) | -0.7% | -0.9% | -2.7% | i | 3.6%
35 | COC(=O)N/N=C/c1cc(Br)ccc1O | -0.9% | 1.0% | 17.3% | i | 5.9%
36 | COc1ccc(CNC(=O)C(c2ccco2)N(C(=O)CNS(=O)(=O)c2ccccc2)c2ccccc2C)cc1 (stereo not given) | -3.1% | -9.1% | -25.6% | i | 1.8%
37 | COc1ccccc1CNS(=O)(=O)c1cccc2nsnc12 | 1.8% | -15.6% | 0.6% | i | 5.2%
38 | COC(=O)c1nc(Cl)c(Cl)c(N)c1Cl | 0.5% | 2.2% | -2.4% | i | -5.6%
39 | O=c1c2ccccc2nc(-c2ccco2)n1CCCn1ccnc1 | 1.2% | 2.6% | . | . | -7.7%
40 | COc1cccc(-c2nnc(NC(=O)CCS(=O)(=O)c3ccc(C)cc3)o2)c1 | 2.8% | -28.6% | -1.0% | i | -1.2%
41 | Cc1sc2ncnc(N(C)Cc3cccs3)c2c1C | -1.7% | ? | ? | i | 16.5%

No. | Nrf2 activator | CCT modulator | EPAC2 antag | A549 viability
31 | -0.3% | -3.0 | -1.8% | -1.3%
32 | 0.1% | 1.5 | 13.2% | -2.1%
33 | 0.5% | -2.4 | -2.7% | -2.8%
34 | -0.6% | 1.3 | -6.6% | -2.9%
35 | 4.5% | 2.9 | 1.3% | -6.8%
36 | -0.2% | -1.3 | -0.3% | -7.4%
37 | -0.3% | -4.6 | -2.5% | -22.5%
38 | 3.8% | -3.0 | -13.3% | -0.1%
39 | 0.0% | 0.7 | 14.0% | 3.5%
40 | ? | -2.1 | 6.5% | -5.2%
41 | 0.2% | -3.5 | 8.8% | 4.1%

Reformatted: entries from further up
entry	mol	MmCpn inh	TGFb SMAD3 inh	Nrf2 block	pAkt inh	EPAC2 agonist	Nrf2 activator	CCT modulator	EPAC2 antag	A549 viability
36	COc1ccc(CNC(=O)C(c2ccco2)N(C(=O)CNS(=O)(=O)c2ccccc2)c2ccccc2C)cc1 (stereo not given)	-3.1%	-9.1%	-25.6%	i	1.8%	-0.2%	-1.3	-0.3%	-7.4%
37	COc1ccccc1CNS(=O)(=O)c1cccc2nsnc12	1.8%	-15.6%	0.6%	i	5.2%	-0.3%	-4.6	-2.5%	-22.5%
38	COC(=O)c1nc(Cl)c(Cl)c(N)c1Cl	0.5%	2.2%	-2.4%	i	-5.6%	3.8%	-3.0	-13.3%	-0.1%
39	O=c1c2ccccc2nc(-c2ccco2)n1CCCn1ccnc1	1.2%	2.6%	.	.	-7.7%	0.0%	0.7	14.0%	3.5%
40	COc1cccc(-c2nnc(NC(=O)CCS(=O)(=O)c3ccc(C)cc3)o2)c1	2.8%	-28.6%	-1.0%	i	-1.2%	?	-2.1	6.5%	-5.2%
